# GALR2 blocker – GALR2 antagonists in receptor-expressing cells, primary screen; antagonist mode; inhibition, % at 4 µM; Galanin receptor type 2 (Homo sapiens), O43603; 140,000 tested, 0.39% active; in the data active means inhibition above about 27%;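 further: cells stimulated with galanin 1-16 at roughly its EC80; 0% = agonist challenge control and 100% = basal control without agonist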
# Target sequence (O43603 whole entry, looked up): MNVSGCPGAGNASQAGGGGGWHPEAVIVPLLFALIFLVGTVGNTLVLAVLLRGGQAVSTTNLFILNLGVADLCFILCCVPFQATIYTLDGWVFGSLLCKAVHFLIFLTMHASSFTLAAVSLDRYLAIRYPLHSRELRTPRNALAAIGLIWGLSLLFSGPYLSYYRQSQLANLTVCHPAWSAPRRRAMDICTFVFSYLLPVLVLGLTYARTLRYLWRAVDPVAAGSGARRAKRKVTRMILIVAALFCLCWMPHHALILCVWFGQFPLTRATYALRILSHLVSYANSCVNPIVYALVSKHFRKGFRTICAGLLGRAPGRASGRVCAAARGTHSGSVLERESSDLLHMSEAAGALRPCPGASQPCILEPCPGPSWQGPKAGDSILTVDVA
# Yeast growth inh – growth inhibitors of yeast BB579 in restrictive medium, primary screen, yeast lifespan-shortening project, S. cerevisiae | inhibition, % at 10 µM | AID 804, 2007 | OD615, 48 h | 140,000 tested, 0.51% active;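 active means inhibition above a set limit, 3 SD over the mean compound inhibition, cut at about 44% in these data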; further: inactives centre near -24
#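 Test system: DeaD yeast strain BB579 / Buffer or medium: restrictive glucose-based CSMM-D medium / Doses: single 10 µM dose / Schedule: 4 h cell preincubation, 48 h compound exposure, 30 °C humidified / Technique: culture absorbance at 615 nm / Controls: amphotericin B positive control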
# Yeast lifespan up – compounds extending yeast replicative lifespan, primary screen, S. cerevisiae, OD615; S. cerevisiae growth with nicotinamide; deaD strain in restrictive glucose medium; inhibition of the nicotinamide effect, % at 10 µM; 130,000 tested, 0.68% active;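 active means inhibition above a set limit, placed 3 SD over the median of all compounds, cut at about 26% in these data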;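 further: 0% = nicotinamide-treated wells and 100% = cells grown without nicotinamide; some compounds called inactive have numbers as strong as hits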
#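 Assay system: DeaD-strain S. cerevisiae. Medium: CSMM-D glucose medium, restrictive. Reagent: nicotinamide, 1.5 mM, co-present with compound. Compound: 10 µM single point, 0.25% DMSO. Schedule: culture preincubation 4 h, compound exposure 48 h, both 30 °C. Detection: absorbance at 615 nm.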
# Phagocyt inh – inhibitors of macrophage phagocytosis, primary screen, imaging, J774A.1 cells, IgG beads. 110,000 tested, 0.07% active. AID 1029, 2008. J774A.1 macrophage IgG-bead phagocytosis. inhibition, % at 5 µM;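 active means inhibition above the mean of the plate negative controls plus 5 SD, cut at about 13% in these data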;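 further: phagocytic index as fraction of beads internalized from green versus red external bead signal; plate controls were DMSO negative control for no effect and cytochalasin-D positive control for full effect; some results beyond the cut were filed as inactive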
# NPY Y2 blocker – NPY-Y2 receptor antagonists, primary screen, cell-based | NPY-Y2 expressing cells, antagonist mode | inhibition, % at 2.7 µM | 140,000 tested, 0.99% active; in the data active means inhibition above about 17%;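 further: 0% = vehicle with agonist challenge and 100% = reference antagonist with challenge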
# Target sequence (P49146 whole entry, looked up): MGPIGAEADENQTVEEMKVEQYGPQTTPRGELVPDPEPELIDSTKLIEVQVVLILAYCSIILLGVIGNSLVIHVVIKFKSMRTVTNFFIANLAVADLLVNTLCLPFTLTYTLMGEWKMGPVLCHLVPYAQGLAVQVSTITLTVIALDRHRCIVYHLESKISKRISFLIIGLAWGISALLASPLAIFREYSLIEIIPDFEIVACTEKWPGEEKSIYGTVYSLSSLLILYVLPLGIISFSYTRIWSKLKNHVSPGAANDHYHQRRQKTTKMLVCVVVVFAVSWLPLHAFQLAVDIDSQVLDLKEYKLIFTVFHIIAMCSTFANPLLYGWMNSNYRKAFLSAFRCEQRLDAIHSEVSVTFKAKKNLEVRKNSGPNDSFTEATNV
# E-sel TNF inh – E-selectin induction blockers in HUVEC – imaging, immunofluorescence, high content, primary screen. HUVEC TNFa-induced E-selectin immunofluorescence. inhibition, % at 2 µM. 120,000 tested, 0.71% active. AID 1246, 2008;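 active means inhibition above the batch mean plus 3 SD, and confirmed as a hit on visual image review, cut at about 43% in these data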;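 further: 0% = TNF-stimulated DMSO wells and 100% = unstimulated control wells; not every result past the cut was called active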
# Measles CPE – compounds protecting cells from measles virus cytopathic effect, primary screen, measles RdRp inhibitor project, single point, MLSMR library, absorbance | 140,000 tested, 1.5% active | Measles virus-infected cells, CPE protection | protection (pct of control), % at 4 µM; in the data active means protection mostly above about 24%, no sharp cut-off; inactive means mostly below about 26%; further: some compounds called inactive have numbers as strong as hits
# HCT116 bCat-KO – primary screen for growth suppressors in beta-catenin knockout HCT116 cells (colon tumor, human); HCT116 beta-catenin knockout viability, CellTiter-Glo, 60 h; active compounds read low; 140,000 tested, 1.5% active; viability, % at 10 µM; AID 818, 2007;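 active means viability at or under a set limit, the compound median less 4 SD, cut at about 6% in these data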;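 further: 0% = Hyamine 1622 control at 20 µM and 100% = untreated cell control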
# MRP1 act – H69AR viability gain despite doxorubicin, primary screen, MRP-1 activator project, H69AR cells, CellTiter-Glo; viability rescue; 140,000 tested, 0.61% active; viability increase, % at 10 µM;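 active means viability gain under doxorubicin at or above a set limit, the compound median plus 3 SD, cut at about 4.7% in these data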;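 further: MRP-1 overexpressing cells given doxorubicin 25 µM after compound pretreatment; 18-22 h compound pretreatment then 72 h with doxorubicin before readout; 0% = doxorubicin-only wells and 100% = vehicle-treated cells without doxorubicin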
# HCT116 PTEN-null – growth suppression of PTEN-null HCT116, primary screen, cell-based, CellTiter-Glo. 140,000 tested, 1.2% active. HCT116 PTEN-null viability, 60 h; active compounds read low. viability, % at 10 µM;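 active means viability at or below a set limit, 4 SD under the median of all tested compounds, cut at about 3.7% in these data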;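 further: PTEN knockout HCT116 line with beta catenin targeted HCT116 as companion control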
# Numbers without * were called inactive; / = not tested or not shown.
compound,GALR2 blocker,Yeast growth inh,Yeast lifespan up,Phagocyt inh,NPY Y2 blocker,E-sel TNF inh,Measles CPE,HCT116 bCat-KO,MRP1 act,HCT116 PTEN-null
CC(=O)N1CCN(C(=S)c2ccc(Cl)cc2)CC1,-5,-12,-2,1,-2,/,8,93,-0.1,98
Cc1cc(C)cc(Nc2cc(=O)n(C3CCCCC3)c(=O)[nH]2)c1,2,-40,-5,-1,1,-17,10,77,-2.4,75
CC(C)c1nc(-c2ccccc2)c(-c2ccccc2)[nH]1,-2,-17,-9,-1,3,3,10,89,-2.4,85
O=C(CCn1c(=O)c2ccccc2n(CC(=O)NCCC2=CCCCC2)c1=O)NCc1ccco1,15,-13,-7,/,1,9,12,95,-3.2,94
Cc1c(C(=O)NC(Cc2ccccc2)c2nc3ccccc3[nH]2)cccc1[N+](=O)[O-] (configuration not stated),-6,-11,2,-2,-1,-4,11,78,-3.2,71
Cn1nnnc1SCC(=O)NC(=O)NCc1ccccc1,-83,-47,-18,/,1,11,19,75,0.4,76
O=C(NCc1ccco1)c1noc2c1CCCCC2,-17,-4,-25,0,10,-10,5,67,-3.5,60
CCOC(=O)N1CCC(NC(=O)c2csc3c2CCCC3)CC1,0,17,1,/,5,2,28,94,-1.8,97
CC1=C(C(=O)Nc2cccc(C)n2)C(c2ccc3c(c2)OCO3)C2=C(CC(c3ccco3)CC2=O)N1 (configuration not stated),7,-58,-23,1,1,25,4,87,-1.9,74
O=C(c1ccco1)N(Cc1cc2ccccc2[nH]c1=O)C1CCCCC1,-6,14,-8,-2,2,-15,8,81,-1.4,90
CCN(CC)S(=O)(=O)c1ccc(N2CCOCC2)c(NC(=O)Cc2ccc(Cl)cc2)c1,2,-13,1,0,-1,0,10,84,-2.6,79
CCOCCOC(=O)C1=C(C)Nc2ccc(C)cc2S1,1,-44,-12,-1,1,-36,15,99,-0.6,106
CCc1ccccc1NC(=O)CC(c1ccc(OC)cc1)n1cccc1 (configuration not stated),12,-14,4,-8,8,/,6,70,-3.0,75
COc1ccccc1NC(=S)NN1CCN(C)CC1,-8,-46,7,-7,0,/,14,96,-1.5,97
CCC(c1nnnn1C1CCCCC1)N(Cc1ccco1)Cc1cc2ccc(OC)cc2[nH]c1=O (configuration not stated),-4,-62,-13,-1,1,29,6,3.0*,-6.2,18

compound,GALR2 blocker,Yeast growth inh,Yeast lifespan up,Phagocyt inh,NPY Y2 blocker,E-sel TNF inh,Measles CPE,HCT116 bCat-KO,MRP1 act,HCT116 PTEN-null
CC(C)CC(NC(=O)CCl)c1ccccc1 (configuration not stated),21,-33,2,-4,0,/,13,57,-5.0,62
CCCCn1c(=O)c2ccccc2c2ccccc2c1=O,11,-29,-16,2,6,-12,24,94,-0.1,98
Cc1c2c([n+]3n1CCC3)CC(C)(C)CC2=O,2,-39,-5,0,2,/,5,87,-1.6,98
CCOC(=O)COc1ccc(S(=O)(=O)N2CCc3ccccc3C2)cc1,8,-17,-5,-1,1,-16,3,87,-0.7,88
CC/C(=N\O)c1ccc(OC)c(OC)c1,-12,-16,-13,-2,2,10,26,92,-2.8,88
Cn1c(=O)c(C(=O)CN2CCCc3ccccc32)c(N)n(Cc2ccccc2)c1=O,13,-44,-2,1,8,/,14,59,-4.0,53
CCC(c1nnnn1Cc1ccco1)N(Cc1cc2cc(OC)ccc2[nH]c1=O)C1CCCCC1 (configuration not stated),-5,-43,-21,0,6,-11,15,50,-4.5,37
Cc1noc(C)c1S(=O)(=O)Nc1ccc(C(=O)NCCc2ccccc2)cc1,-3,0,-24,-2,-1,/,17,89,-3.6,97
Cc1ccc(OCC(=O)Nc2ccccc2Sc2ccccc2)c([N+](=O)[O-])n1,10,-51,-1,-3,3,/,6,94,-2.3,85
Cc1ccc(C)n1-c1ccc(C(=O)NC2CCN(Cc3ccccc3)CC2)cc1,8,-29,-1,-1,9,-8,11,12,-4.2,14
COC(=O)C1=C(N)Oc2cc(C)n(C)c(=O)c2C1c1ccc(Cl)cc1 (configuration not stated),4,-24,-6,0,1,-8,15,85,-1.7,85
CCn1c(CNC(=O)c2ccccc2)nnc1SCC(=O)N1CCN(c2ccccc2)CC1,3,-4,/,/,3,-4,6,96,-1.0,99
COc1ccc(-c2cn3cccnc3n2)cc1Br,20,-25,-7,-5,1,/,12,85,-0.7,92
O=C(COc1cc(=O)n2c(n1)SCCC2)c1ccccc1,7,-3,-13,1,2,/,4,94,-3.8,79
CCc1ccc(-c2cc(C(=O)NCc3ccccn3)c3ccccc3n2)cc1,2,-51,-3,5,3,/,13,73,-0.5,70

compound,GALR2 blocker,Yeast growth inh,Yeast lifespan up,Phagocyt inh,NPY Y2 blocker,E-sel TNF inh,Measles CPE,HCT116 bCat-KO,MRP1 act,HCT116 PTEN-null
CC1CCN(c2nc3ccc(C(=O)N4CCN(Cc5ccc6c(c5)OCO6)CC4)cc3s2)CC1,-12,-25,-9,0,4,-2,25,32,-0.2,43
Cc1ccccc1Cn1cc(NC(=O)c2noc3c2CC(C(C)(C)C)CC3)cn1 (configuration not stated),-4,-44,0,-1,8,-7,5,40,-5.2,26
Cc1ccccc1Cn1nc(C)c(NC(=O)c2noc3c2CCc2ccccc2-3)c1C,6,4,-6,0,5,/,17,99,5.2*,92
Nc1cc(Cl)nc(N/N=C/c2c(O)ccc3ccccc23)n1,27,-25,-1,-5,6,/,16,14,3.7,9
CSc1ccc2nnc(-c3cccc(F)c3)n2n1,-6,38,-34,/,0,-9,7,92,-1.8,72
Clc1ccc(-c2ccnc(Oc3cc(Cl)ccc3Cl)n2)cc1,5,-31,-12,/,0,/,5,84,-2.5,71
CCCCOC(=O)CSc1nc(N)c(C#N)c(-c2ccc(OC)cc2)c1C#N,22,-80,4,-2,-2,/,5,107,-0.9,113
CCCCn1c(=O)c(CCC(=O)OCC(=O)Nc2cccc3ccccc23)nc2ccccc21,5,-2,0,/,2,/,5,85,-3.4,90
O=C(/C=C/c1ccc([N+](=O)[O-])cc1)NCC1CCCO1 (configuration not stated),-3,-16,-3,/,-2,6,28,92,0.5,87
CC(C)(CNS(=O)(=O)c1ccc(F)cc1)CNS(=O)(=O)c1ccc(F)cc1,7,-10,-2,1,4,-14,7,88,-3.0,84
CCOC(=O)c1c(C)[nH]c(C(=O)OCCOc2ccc(Cl)cc2)c1C,-5,-27,-1,-13,13,/,4,87,0.1,87
O=C1NN(c2ccc(Cl)c(Cl)c2)C(=O)/C1=C/c1cccc(OC(=O)c2cccs2)c1,-7,-54,-8,0,2,38,5,100,-2.2,105
COc1ccc(OC)c(Nc2nc(-c3sc(NC(=O)CC(C)C)nc3C)cs2)c1,-12,-29,-30,-1,-3,-10,4,62,-6.2,49
CC(C)n1c(=O)c2c(O)cc(=O)oc2c2ccccc21,0,-8,63*,/,0,-26,12,91,-3.4,80
CC(C)(C)S(=O)(=O)c1ccc2nc3c(n2c1)CCCC3,-3,-6,8,-1,-2,20,11,89,-0.3,80

compound,GALR2 blocker,Yeast growth inh,Yeast lifespan up,Phagocyt inh,NPY Y2 blocker,E-sel TNF inh,Measles CPE,HCT116 bCat-KO,MRP1 act,HCT116 PTEN-null
CC(C)c1ccccc1NC(=O)COC(=O)CCN1C(=O)/C(=C\C=C\c2ccccc2)SC1=S,3,-39,7,-1,5,-19,9,63,-3.2,61
COC(=O)CSc1nc(C)c(C(=O)Nc2ccccc2C)c(-c2ccc(Cl)cc2)c1C#N,-2,-7,-1,-7,0,/,2,76,-0.4,71
N#Cc1nc(COc2ccc(Cl)cc2)oc1N1CCN(Cc2ccccc2)CC1,7,-20,1,-2,32*,/,21,65,4.8*,61
COc1ccccc1-c1n[nH]c2c1[C@H](C)CC[C@H]2C(C)C,-2,-7,5,0,6,3,7,72,-1.3,72
O=C(c1ccc2c(c1)OCO2)[C@@H]1[C@@H]2C(=O)N(C3CCCCC3)C(=O)[C@@H]2C2c3ccccc3C=CN21 (some centres not stated),-1,-30,19,0,-2,-13,12,82,-1.8,79
Cc1cccc(C)c1NC(=O)CSc1nnc(Cc2ccccc2)o1,9,-35,/,/,0,-17,3,95,-1.2,96
CCNC(=O)CC1SC(=Nc2cccc(Cl)c2C)N(C)C1=O (configuration not stated),-5,-32,-8,/,-1,-10,8,90,-3.4,102
Cc1ccccc1/C=C/c1nc2ccccc2c(=O)n1CCc1ccccc1,-18,-25,8,-9,23*,-3,1,76,-1.3,75
NS(=O)(=O)c1ccc(NC(=O)c2ccccc2Cl)cc1,15,-49,-3,0,5,10,8,98,-1.8,104
N#Cc1c2n(c3c(=O)n(Cc4ccccc4Cl)cnc13)CCCCC2,-2,-67,-11,/,1,39,14,82,-0.3,78
COc1ccc(-c2nnc3c4ccccc4c(C)nn23)cc1S(=O)(=O)N1CCN(CCO)CC1,4,-22,-7,/,3,-13,6,74,-2.2,75
CCOC(=O)COc1ccc(S(=O)(=O)Nc2ccc3c(c2)OCCO3)cc1,11,-40,-1,1,0,-9,4,97,-1.1,103
COC(=O)c1ccccc1NC(=O)c1cc(-c2cccs2)on1,13,-45,-7,-2,-2,-3,4,17,-2.8,10
O=C(CN1CCN(c2ccccc2)CC1)Nc1ccc2c(c1)CCC2,5,-38,3,/,11,-27,13,80,-1.3,80
O=C(CSc1ncn[nH]1)NCCC(c1ccccc1)c1ccccc1,18,7,-23,-4,4,-13,16,91,9.8*,94

compound,GALR2 blocker,Yeast growth inh,Yeast lifespan up,Phagocyt inh,NPY Y2 blocker,E-sel TNF inh,Measles CPE,HCT116 bCat-KO,MRP1 act,HCT116 PTEN-null
O=C(CSc1ccc2nnc(-c3cccc(F)c3)n2n1)NCc1ccco1,6,-22,-15,/,0,-23,4,100,-1.6,84
COc1cc(/C=C/C(=O)c2c(O)cc(C)oc2=O)cc(OC)c1O,9,-17,56*,0,0,-39,21,83,-6.3,73
CCOC(=O)C1=C(C)NC(=O)NC1/C=C/c1ccccc1 (configuration not stated),7,-13,-4,2,5,1,33,83,0.6,88
CN1CCN(c2nc(-c3ccco3)cc(C(F)(F)F)n2)CC1,-7,25,-4,-1,7,-12,4,97,1.1,95
CC(C)Oc1ccc(Cc2cnc(N)nc2N)cc1,5,-24,-11,1,3,-6,13,93,0.3,89
CCOc1ccc(C2CC(c3ccc(OC)c(OC)c3)n3nc(N)nc3N2)cc1 (configuration not stated),-5,-5,-9,0,1,17,1,74,0.8,83
O=C(CCCN1C(=O)CSc2ncccc21)N1CCN(Cc2ccccc2)CC1,4,-12,-8,0,3,-22,14,106,-2.9,109
CC(C)c1nc(=S)c2ccccc2[nH]1,2,-30,-8,0,3,2,17,101,-1.7,91
CCCCNC(=O)NNC(=O)c1ccc(F)cc1,-8,-37,5,0,3,-15,3,100,-1.7,102

# Screening data as filed in PubChem.
